Screening data deposited in PubChem by National Center for Advancing Translational Sciences (NCATS).
TRHR enhancer: qHTS for Small Molecule Agonists and Allosteric Enhancers of Human TRH Receptor: Primary Screen for Enhancers | enhancement, % at 2 µM | Thyrotropin-releasing hormone receptor (Homo sapiens), P34981 | 360,000 compounds, 0.66% hits | TRHR cells, fluo-8 calcium fluorescence, EC20 TRH enhancement; in the data active = enhancement above about 30%; note: 0% is about no effect
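TRHR-expressing cells loaded with fluo-8 calcium dye were read kinetically (ex 480/em 530) during compound addition, then stimulated with an EC20 of TRH (10 nM final). Enhancement of the Gq-mediated intracellular calcium response was scored.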
TRHR ag: qHTS for Small Molecule Agonists and Allosteric Enhancers of Human TRH Receptor: Primary Screen for Agonists; activation, % at 2 µM; AID 493084, 2011; TRHR cells, calcium flux fluo-8, FDSS agonist mode; 360,000 compounds, 0.18% hits; Thyrotropin-releasing hormone receptor (Homo sapiens), P34981; in the data active = activation above about 30%; note: 0% is about no effect
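TRHR-expressing cells, plated overnight in medium with 10% serum, were loaded with fluo-8 calcium dye at room temperature. After a 10 s baseline, library compound was pin-added and calcium release was recorded kinetically (ex 480/em 530) as agonist response.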
PI4K2A inh: qHTS for small molecular inhibitors of PI4K2A. activity change, negative = inhibition, % at 76.9 µM. 420,000 compounds, 0.13% hits. AID 1346378, 2018. Phosphatidylinositol 4-kinase type 2-alpha (Homo sapiens), Q9BTU6. purified PI4K2A, ADP-Glo luminescence, 1 h; active compounds read low; in the data active = activity change below about -50%; inconclusive = mostly about -30% to -49%;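 note: -100% = wells without enzyme as full effect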
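ADP-Glo luminescence measured ADP generated by PI4K2A enzyme (4 ug/mL before mixing) with 1.2 mM PI substrate (pre-mix) and 300 microM ATP (pre-mix). Tris pH7.5 buffer with MgCl2, Triton X-100; 1 h reaction at ambient temperature.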
TrxR1 substrate: qHTS Assay for Substrates of Mammalian Selenoprotein Thioredoxin Reductase 1 (TrxR1): qHTS; Thioredoxin reductase 1, cytoplasmic (Rattus norvegicus), O89049; purified TrxR1 substrate turnover, NADPH consumption readout; Potency, µM (top dose mostly 114 µM), without a hit: top-dose activity change, negative = substrate turnover; 390,000 compounds, 0.01% hits; AID 588456, 2011; note: potency is the fitted concentration of half-maximal effect; % is set by controls: 0 for no effect and ±100 for the full control effect; nearly all actives have a fitted effect of over 50% in size
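Rat TrxR1, dispensed at 90 nM, was prereduced with 400 uM NADPH (final) for 5 min at ~22 deg C, then incubated with compound 15 min before 400 uM selenite. A first-read NADPH fluorescence drop versus no-compound background flagged substrates.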
IDH1 R132H inh: qHTS for Inhibitors of mutant isocitrate dehydrogenase 1 (IDH1): qHTS. Isocitrate dehydrogenase [NADP] cytoplasmic (Homo sapiens), O75874. IDH1-R132H enzyme, NADPH consumption, diaphorase/resazurin fluorescence. Potency, µM (top dose mostly 76.6 µM), for inactives: top-dose activity change, negative = inhibition, actives largely listed as inhibitors. 390,000 compounds, 0.093% hits. AID 602179, 2012; note: potency is the fitted concentration of half-maximal effect; % is set by controls: 0 for no effect and ±100 for the full control effect; nearly all actives have a fitted effect of over 65% in size
Target sequence (O75874 whole entry R132H, stated change not applied): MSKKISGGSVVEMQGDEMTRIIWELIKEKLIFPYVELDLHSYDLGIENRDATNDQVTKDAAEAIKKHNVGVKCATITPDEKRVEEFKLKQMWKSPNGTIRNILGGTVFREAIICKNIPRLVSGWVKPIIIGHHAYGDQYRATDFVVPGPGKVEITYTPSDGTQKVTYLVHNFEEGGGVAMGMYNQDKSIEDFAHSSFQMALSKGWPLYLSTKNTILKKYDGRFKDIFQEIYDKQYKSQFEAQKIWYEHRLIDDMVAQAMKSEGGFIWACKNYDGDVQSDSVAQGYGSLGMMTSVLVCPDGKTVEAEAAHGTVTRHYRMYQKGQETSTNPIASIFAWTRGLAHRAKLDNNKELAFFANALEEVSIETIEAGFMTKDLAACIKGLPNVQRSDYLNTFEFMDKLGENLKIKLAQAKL
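IDH1-R132H (0.5 ug/mL) preincubated 30 min with compound, then NADPH (0.016 mM) and alpha-KG (2 mM) added; 80 min at RT, pH 7.5. Remaining NADPH coupled via diaphorase/resazurin to fluorescence (540/590 nm); concentration-response curves normalized to no-enzyme control.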
TrxR1 inh: qHTS Assay for Inhibitors of Mammalian Selenoprotein Thioredoxin Reductase 1 (TrxR1): qHTS. recombinant rTrxR1, NADPH fluorescence consumption, selenite substrate. 390,000 compounds, 1% hits. Potency, µM (doses to about 114 µM), without a hit: at the highest dose activity change, negative = inhibition, hits mostly inhibitors. Thioredoxin reductase 1, cytoplasmic (Rattus norvegicus), O89049. AID 588453, 2011; note: potency is the fitted concentration of half-maximal effect; % is set by controls: 0 for no effect and ±100 for the full control effect; nearly all actives have a fitted effect of over 65% in size
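Rat TrxR1 (90 nM in the dispensed reagent) was pre-reduced with 400 uM NADPH for 5 min at room temperature, then incubated with compound for 15 min. After 400 uM selenite was added, NADPH fluorescence (Ex 340/Em 450 nm) was followed for 8 min.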
USP1 inh: Inhibitors of USP1/UAF1: Primary Screen; Ubiquitin carboxyl-terminal hydrolase 1 (Homo sapiens), O94782; 390,000 compounds, 0.23% hits; recombinant USP1/UAF1, Ub-Rhodamine cleavage fluorescence; Potency, µM (doses to about 57.1 µM), inactives show at the highest dose activity change, negative = inhibition, most hits filed as inhibitors; AID 743255, 2014; note: potency is the fitted concentration of half-maximal effect; % is set by controls: 0 for no effect and ±100 for the full control effect; nearly all actives have a fitted effect of over 60% in size; inactives centre near -12
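USP1/UAF1 complex (1 nM) preincubated 15 min at room temperature with compound, then Ub-Rho substrate (150 nM final) added. Kinetic fluorescence at 480/540 nm over 6 reads at 60 s intervals; 50 mM HEPES pH 7.8, 0.5 mM EDTA, 0.1 mg/ml BSA, 1 mM TCEP, 0.01% Tween-20.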
D2 agonist: HTS Assay for Allosteric Agonists of the Human D2 Dopamine Receptor: Primary Screen for Agonists. HEK293 T-REx D2 cells, calcium flux agonist mode. 340,000 compounds, 0.53% hits. activation, % at 2 µM. AID 485358, 2010;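 active = activation over 3 SD above normal in the single-dose calcium agonist read, cut at about 30% in these data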; note: 0% is about no effect
Target sequence (P14416 whole entry, looked up): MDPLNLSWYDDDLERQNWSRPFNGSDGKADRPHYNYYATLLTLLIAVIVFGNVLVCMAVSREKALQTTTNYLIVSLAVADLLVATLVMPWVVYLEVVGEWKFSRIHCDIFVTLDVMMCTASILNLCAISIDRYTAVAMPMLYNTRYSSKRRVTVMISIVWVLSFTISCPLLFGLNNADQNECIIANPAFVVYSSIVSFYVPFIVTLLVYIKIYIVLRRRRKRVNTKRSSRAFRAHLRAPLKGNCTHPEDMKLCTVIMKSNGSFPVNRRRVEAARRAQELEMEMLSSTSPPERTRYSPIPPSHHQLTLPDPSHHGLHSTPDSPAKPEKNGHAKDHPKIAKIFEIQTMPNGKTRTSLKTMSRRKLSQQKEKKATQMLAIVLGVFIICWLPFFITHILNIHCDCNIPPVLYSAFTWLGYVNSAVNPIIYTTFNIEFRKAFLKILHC
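Tetracycline-induced HEK293 T-REx cells with force-coupled D2 receptor, plated overnight at 30 C, loaded with no-wash calcium dye. After a 10 s baseline, compound was pin-added and calcium flux read kinetically for 180 s; calcium rises flagged agonists.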
D2 antagonist: HTS Assay for Allosteric Antagonists of the Human D2 Dopamine Receptor: Primary Screen for Antagonists; D(2) dopamine receptor (Homo sapiens), P14416; HEK293 TREx D2 cells, calcium flux, dopamine EC80; inhibition, % at 10 µM; 340,000 compounds, 2% hits; AID 485344, 2010; in the data active = inhibition above about 30%; note: 0% is about no effect
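Read-out: kinetic calcium fluorescence (1 cycle/s) in inducible HEK293 T-REx D2 cells after an EC80 dopamine addition that followed 180 s compound preincubation. Loss of the dopamine response indicates antagonism.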
An asterisk follows results filed as active; ? = inconclusive; nt = not tested or not shown; & = joins results of further samples; [ ] = remark or other dose. Unless noted, calls come from the whole dose curve; as a rule, active = well fitted inhibition curve with a large enough effect; inconclusive = small, poorly fitted or top-dose-only effect; inactive = no such curve, though single readings can be large or run the other way.

Start of the listing, in advance (3 entries):
SMILES | TRHR enhancer | TRHR ag | PI4K2A inh | TrxR1 substrate | IDH1 R132H inh | TrxR1 inh | USP1 inh | D2 agonist | D2 antagonist
COc1ccc(C(=O)Nc2ccc(Br)cc2F)cc1S(=O)(=O)N1CCCC1 | -4 | 0.1 | -7 | -7% | -4% | 6% | -8% | 0.1 | 19
COc1ccc(C(=O)CC(=O)Nc2ccc([N+](=O)[O-])cc2)cc1 | -7 | 0.4 | 0 | 10% | 8% | 56%[activator] | -23% | nt | nt
CCCc1cc2c(cc1NC(=O)c1ccco1)OCO2 | -4 | 0.2 | 8 | 3% | -5% | 18% | -14% | -0.1 | 24

The listing, repeating the preview:
SMILES | TRHR enhancer | TRHR ag | PI4K2A inh | TrxR1 substrate | IDH1 R132H inh | TrxR1 inh | USP1 inh | D2 agonist | D2 antagonist
COc1ccc(C(=O)Nc2ccc(Br)cc2F)cc1S(=O)(=O)N1CCCC1 | -4 | 0.1 | -7 | -7% | -4% | 6% | -8% | 0.1 | 19
COc1ccc(C(=O)CC(=O)Nc2ccc([N+](=O)[O-])cc2)cc1 | -7 | 0.4 | 0 | 10% | 8% | 56%[activator] | -23% | nt | nt
CCCc1cc2c(cc1NC(=O)c1ccco1)OCO2 | -4 | 0.2 | 8 | 3% | -5% | 18% | -14% | -0.1 | 24
CN=c1scc(C)n1/N=C/c1ccc(O)c(O)c1O | -7 | -0.6 | -21 | -17% | 9% | ? | -8% | 40* | -11
Cn1c(C(=O)N2CCN(C3CCCCC3)CC2)cc2c(=O)n(C)c3ccccc3c21 | 7 | -0.1 | nt | nt | nt | nt | nt | 0.4 | -23
CCOC(=O)c1c(NC(=O)c2ccc(N3CCOCC3)c([N+](=O)[O-])c2)sc(C)c1C | 7 | -0.8 | nt | nt | nt | nt | nt | 0.4 | -4
CN1C/C(=C/c2ccncc2)C(=O)/C(=C/c2ccncc2)C1 | -5 | 0.3 | -7 | 0% | 3% | -22% | -1% | -3.8 | -10
O=C(Nc1nccs1)c1ccc(S(=O)(=O)N2CCOCC2)cc1 | -5 | 0.6 | -4 | -9% | 1% | -7% | -19% | 0.4 | 19
Cc1ccccc1C(=O)NC1CCN(C(=O)Nc2ccccc2Cl)CC1 | 14 | -1.4 | -5 | 0%[57.1 µM] | 7% | 7%[57.1 µM] | 13% | 0.5 | -3
O=c1[nH]c2ccccc2n1CCCOc1ccccc1 | 0 | 0.4 | 5 | 5% | 16% | 16% | -16% | 0.3 | 2
Cc1oc2c(cc(NS(=O)(=O)c3ccc(Cl)cc3)c3ccccc32)c1C(=O)O | -4 | 1.2 | -3 | 1% | 12% | 1% | -22% | 0.2 | 4
Cc1c(C(=O)NCCC2=CCCCC2)sc2ncnc(N3CCCCC3C)c12 (stereo unspecified) | -10 | 0.3 | -1 | 9% | -8% | 33% | -24% | -1.3 | -11

Of the compounds above, two have a Cl atom:
SMILES | TRHR enhancer | TRHR ag | PI4K2A inh | TrxR1 substrate | IDH1 R132H inh | TrxR1 inh | USP1 inh | D2 agonist | D2 antagonist
Cc1ccccc1C(=O)NC1CCN(C(=O)Nc2ccccc2Cl)CC1 | 14 | -1.4 | -5 | 0%[57.1 µM] | 7% | 7%[57.1 µM] | 13% | 0.5 | -3
Cc1oc2c(cc(NS(=O)(=O)c3ccc(Cl)cc3)c3ccccc32)c1C(=O)O | -4 | 1.2 | -3 | 1% | 12% | 1% | -22% | 0.2 | 4

New compounds follow:
SMILES | TRHR enhancer | TRHR ag | PI4K2A inh | TrxR1 substrate | IDH1 R132H inh | TrxR1 inh | USP1 inh | D2 agonist | D2 antagonist
CC[C@H](C)Cc1cn([C@@H](CCCN=C(N)N)C(=O)NCCCCCCCCCCC(=O)N2CCNCC2)nn1 | 14 | -0.4 | -4 | 10%[57.1 µM] | -7% | 4%[57.1 µM] | 22% | -0.6 | 3
COc1ccc(OC)c(C2C(C(=O)c3cccs3)=C(O)C(=O)N2c2cc(C)on2)c1 (stereo unspecified) | -5 | 0.5 | 8 | -9% | 10% | -5% | -19% | -2.1 | 14
CN1CCN(CCCNC(=O)Cn2c(-c3cccs3)cc3ccccc32)CC1 | 8 | 0.1 | -2 | 86%[activator] | 0% | 17% | -9% | 0.1 | nt
COc1ccc(NC(=O)CCC(=O)c2cc(C)sc2C)cc1 | -7 | 0.2 | 1 | -6% | 5% | -4% | -10% | -0.5 | 1
O=C(OCc1cccc([N+](=O)[O-])c1)c1ccncc1 | -1 | -0.4 | 0 | -2% | -12% | 10% | -2% | -0.1 | 2
CN(C)c1ccc(CNC(=O)CN2C(=O)c3cccnc3Oc3ccc(Cl)cc32)cc1 | -3 | -1.1 | 1 | 4% | -7% | 14% | -28% | -0.8 | nt
CCN(CC)C(=S)SCC(=O)c1ccc(Br)cc1 | 0 | -0.5 | -1 | 2% | 3% | 16% | -22% | -1.6 | -4
O=c1[nH]c(N2CCOCC2)nc2ncn(Cc3ccccc3)c12 | 9 | -0.1 | 2 | 183%[activator] | 10% | 72%[activator] | -3% | 0.4 | 7
CC(C)(C)OC(=O)N1CCC(NC(=O)c2[nH]cnc2C(=O)Nc2ccc(Cl)cc2)CC1 | -2 | 1.3 | -1 | 6%[57.1 µM] | 2% | -16%[57.1 µM] | 23% | 1.1 | 1
Cc1ccc(OCC(=O)Nc2ccc(S(=O)(=O)N(C)C3CCN(C)CC3)cc2)c(C)c1 | -2 | 0.6 | -4 | 5% | -11% | 18% | -22% | 0.8 | -4
CCC(=O)NC(c1ccccc1)c1c(OC(C)=O)ccc2ccccc12 (stereo unspecified) | -4 | -1.0 | -23 | 13%[57.1 µM] | 11% | 17%[57.1 µM] | -10% | 0.3 | 14
C/C(=N\NC(=O)c1nnn(-c2nonc2N)c1CN1CCC(C)CC1)c1cccc(Br)c1 | -3 | 0.1 | -3 | 4% | 9% | 34% | -17% | 0.6 | 5
CCN1CCN(Cc2c(OC)ccc3ccccc23)CC1 | 4 | 0.0 | -7 | 13% | 16% | 19% | -9% | 2.8 | -16
Cc1cccc(NC(=O)c2cc3ccccc3c(=O)o2)n1 | nt | nt | -9 | -4% | -9% | 4% | 0% | nt | nt
O=C(CSc1nnc(CNC(=O)c2ccco2)o1)Nc1ccc(Cl)cc1 | -2 | -0.2 | 0 | 3% | 0% | 16% | -28% | 1.0 | 3
Cc1cccc(N2CCN(C(=O)COCc3cc(-c4ccc5c(c4)OCO5)on3)CC2)c1C | 4&6 | 1.6&0.3 | -7&-4 | 17%&-5% | 2%&-13% | 23%&-19% | -30%&-23% | 0.9&0.2 | -1
CCOc1ccc(C(=O)c2cn(Cc3ccccc3OC)c3cc4c(cc3c2=O)OCCO4)cc1 | 2 | 0.2 | -1 | 3% | -6% | 23% | -17% | -0.8 | nt
CCN(c1ccccc1)S(=O)(=O)c1ccc(C(=O)NCCCN2CCOCC2)cc1 | 15 | 1.1 | 1 | 2% | -11% | 16% | -6% | 0.5 | -5
COc1ccccc1/C=C/C(=O)N1CCOCC1 | 11 | 0.3 | 4 | -4% | 1% | -14% | -5% | 0.2 | 1
Cc1cc(OCC(=O)N(C(C)C)C(C)C)cc(C)c1Br | -1 | 0.1 | 1 | 4%[57.1 µM] | 6% | 5%[57.1 µM] | -18% | -0.1 | -12
COc1ccc(-c2ccc(C(=S)N3CCN(C(C)=O)CC3)o2)cc1 | -3 | -0.2 | 1 | 4% | -1% | -5% | -4% | 0.4 | -9
O=C(CSc1nnc(-c2ccc(O)cc2)o1)c1ccc(Br)cc1 | 3 | 1.7 | -1 | 3%[57.1 µM] | 0% | 23%[57.1 µM] | -13% | -0.9 | nt
CCOC(=O)C1C(=O)NC(c2ccccc2)=NC1c1ccc(F)cc1 (stereo unspecified) | 15 | 0.0 | -4 | -8% | -2% | 5%[57.1 µM] | -1% | 0.2 | -11
O=C(c1nc2ccc(Cl)cn2c1CNCCn1ccnc1)N1CCCCCCC1 | -5 | 0.6 | 2 | 3% | 0% | 22% | -16% | 0.0 | -10
O=[N+]([O-])c1cccnc1Sc1ccc(Cl)cc1 | 13 | -0.4 | 0 | 6% | 9% | 14% | -16% | -0.8 | -18
O=C(C1=C[C@@H](c2ccc3c(c2)OCO3)C[C@@H](OCCCCO)O1)N1CCOCC1 | 5 | -0.8 | -1 | 5% | 3% | -6% | -3% | -0.3 | 6
Cc1cc(N2CCCCC2)nc2ccc(NC(=O)/C=C/c3ccc(OC(C)C)cc3)cc12 | 0 | 0.2 | 0 | -5% | 1% | 3% | -5% | 0.5 | nt
